KCNK9 block – inhibitors of human KCNK9 two-pore domain potassium channel; Q9NPC2; HEK293 KCNK9, FluxOR thallium flux fluorescence; active compounds read low; B-score at 10 µM; hit rate 1.2% among 310,000; AID 488922;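 active means ratio B-score over 3 SD below the library mean, with starting fluorescence within 5 SD of its mean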;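 further: negative B-score means less thallium flux so channel inhibition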
GSK3B inh – blocks human GSK3beta kinase activity. P49841. GST-GSK3beta kinase, ADP-Glo luminescence, 60 min; active compounds read low. activity score (negative = inhibition), % at 10 µM. hit rate 0.038% among 300,000. AID 2097;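 active means more than half of replicate wells score below -50%, meaning over 50% inhibition versus plate controls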;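 further: 0% = median DMSO wells and -100% = median GW8510 positive control wells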
Target sequence (P49841 whole entry, looked up): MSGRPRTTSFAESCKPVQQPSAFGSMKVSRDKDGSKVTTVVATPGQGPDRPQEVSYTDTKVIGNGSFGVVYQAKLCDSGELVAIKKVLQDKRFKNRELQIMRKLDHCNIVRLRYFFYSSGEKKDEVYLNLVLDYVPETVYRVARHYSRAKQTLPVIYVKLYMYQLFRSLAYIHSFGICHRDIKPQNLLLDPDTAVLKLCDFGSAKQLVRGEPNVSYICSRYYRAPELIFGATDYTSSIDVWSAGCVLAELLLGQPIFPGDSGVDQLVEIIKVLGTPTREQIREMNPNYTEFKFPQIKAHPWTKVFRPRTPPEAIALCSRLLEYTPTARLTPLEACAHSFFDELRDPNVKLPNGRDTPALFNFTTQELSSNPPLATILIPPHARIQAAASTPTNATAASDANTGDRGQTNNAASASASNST
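Assay system: GST-fused GSK3beta enzyme, cell-free / Medium: Tris pH 7.5 buffer with MgCl2, DTT, BSA, heparin / Also added: peptide substrate plus 25 µM ATP (final) / Compound: 10 µM single point / Timing: kinase reaction with compound 60 min at room temperature / Detection: ADP-Glo luminescence / Benchmarks: DMSO neutral wells and GW8510 at 20 µM as positive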
hERG protect – compounds protecting human hERG from proarrhythmic drug block; Q12809; CHO-hERG, FluxOR thallium flux, dofetilide IC70 present; activation (rescue from dofetilide block), less the hit threshold, % at 10 µM; hit rate 0.51% among 310,000; AID 1511;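 active means activation above the mean of controls blocked by dofetilide plus 5 SD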;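 further: thallium influx through hERG after potassium depolarization seen as dye fluorescence rise; in these data hits start at about 4.7%; inactives centre near -7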
DYRK1A inh – Dyrk1A (rat) kinase inhibition; hit rate 0.43% among 310,000; Q63470; ADP-Glo luminescence, NFATc1 peptide; inhibition, % at 12.5 µM; AID 504441; in the data active means inhibition above about 50%;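 further: plate controls were vehicle with enzyme for no effect and no enzyme for full effect; many of its hits are not listed in these tables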
HDAC3 inh – blocks human histone deacetylase 3. recombinant HDAC3, fluorogenic peptide/trypsin coupled, fluorescence. O15379. AID 2718. inhibition, % at 8.3 µM. hit rate 0.15% among 320,000; in the data active means inhibition above about 26%, passing the limit was not always enough
KCNQ1 inh – human KCNQ1 channel inhibition; CHO-K1 KCNQ1, FluxOR thallium flux fluorescence; active compounds read high; B-score at 10 µM; hit rate 1.3% among 310,000;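 active means compounds whose thallium flux B-score, printed positive for inhibition, exceeds three library SD while starting fluorescence stays within three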;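 further: channel opened by potassium depolarization with thallium stimulus after 20 min compound exposure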
Target sequence (P51787 whole entry, looked up): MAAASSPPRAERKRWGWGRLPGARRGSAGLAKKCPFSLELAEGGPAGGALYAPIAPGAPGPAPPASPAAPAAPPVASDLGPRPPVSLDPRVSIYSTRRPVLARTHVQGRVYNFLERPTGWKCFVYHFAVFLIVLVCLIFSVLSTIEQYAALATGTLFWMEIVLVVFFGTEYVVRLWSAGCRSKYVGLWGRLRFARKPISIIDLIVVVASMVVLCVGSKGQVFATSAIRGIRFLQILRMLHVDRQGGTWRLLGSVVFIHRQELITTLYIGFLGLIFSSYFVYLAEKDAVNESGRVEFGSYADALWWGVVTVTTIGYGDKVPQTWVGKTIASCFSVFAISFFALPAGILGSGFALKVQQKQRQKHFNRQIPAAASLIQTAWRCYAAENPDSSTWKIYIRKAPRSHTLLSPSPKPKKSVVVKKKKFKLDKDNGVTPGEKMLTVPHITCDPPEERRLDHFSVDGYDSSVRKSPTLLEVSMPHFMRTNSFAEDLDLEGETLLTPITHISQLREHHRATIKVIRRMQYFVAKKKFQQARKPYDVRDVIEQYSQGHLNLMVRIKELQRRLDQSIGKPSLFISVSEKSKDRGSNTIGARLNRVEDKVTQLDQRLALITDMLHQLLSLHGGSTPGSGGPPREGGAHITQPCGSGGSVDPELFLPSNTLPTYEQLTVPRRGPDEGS
KCNK3 inh – human KCNK3 channel inhibition, primary screen | O14649 | CHO-KCNK3 thallium flux, FluxOR fluorescence; active compounds read low | B-score at 10 µM | hit rate 0.84% among 340,000;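 active means B-score under library mean minus 4 SD, starting fluorescence ratio at most library mean plus 5 SD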;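 further: more negative B-score means stronger inhibition of thallium flux through KCNK3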
GSK3A inh – inhibitors of human GSK-3 alpha kinase; ADP-Glo luminescence, 60 min; inhibition, % at 10 µM; hit rate 0.1% among 320,000;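 in the data active means inhibition above about 50%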;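 further: GST-tagged GSK-3 alpha with peptide substrate and 25 µM ATP; 0% = DMSO neutral wells and 100% = GW8510 positive control wells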
KCNQ1 pot – potentiators or activators of human KCNQ1 potassium channel | P51787 | CHO-K1 KCNQ1, thallium flux FluxOR fluorescence; active compounds read high | B-score at 10 µM | hit rate 0.35% among 310,000;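 active means fluorescence ratio B-score, a plate-corrected score, at least three library SD, with initial intensity B-score within 5 SD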
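Schedule – 37 °C overnight plating, 90-min dark dye load, 20-min compound pretreatment · System – stable KCNQ1 CHO-K1 line · Probe or stimulus – thallium- and potassium-containing depolarizing buffer · Measured by – kinetic FluxOR fluorescence, 10 s baseline plus 110 s post-stimulus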
RGS4 pot – potentiators or activators of RGS4. HEK293 M3R/inducible RGS4, carbachol calcium flux Fluo4; active compounds read low. B-score at 10 µM. hit rate 0.92% among 310,000. AID 463111;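 active means B-score of the integrated calcium signal more than 4 SD below the library mean, with starting fluorescence not abnormally high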;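 further: negative B-score means reduced calcium response which marks RGS4 activation or potentiation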
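System: HEK293 FlpIn-TREx cells, stable M3R, doxycycline-inducible RGS4. Timing: overnight RGS4 induction, 30 min dye load 37 °C, 20 min compound RT. Also added: carbachol, ECmax concentration. Measured by: Fluo4 fluorescence kinetic imaging of calcium. Evaluation: integrated calcium ratio converted to B score.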
PolyA inhibitor – yeast polyadenylation inhibition; calls only at 12 µM; hit rate 0.02% among 300,000; S. cerevisiae SKY197-pL101 polyadenylation reporter, beta-gal luminescence; efflux-impaired pdr1/pdr3 knockout yeast; score 100 = 6 SD above DMSO;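 active means lowest replicate activity score at least 50, where 100 means six control SD above control mean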;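 further: yeast exposed to compound for 9 h at 30 °C; higher score means more reporter readthrough which indicates perturbed polyadenylation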
* hit, by the source's call. This is a subset, so the mix of outcomes need not match the whole.

For COc1ccccc1-c1nnc2sc(COc3ccc(F)cc3)nn12 the results were KCNK9 block inactive, GSK3B inh 0, hERG protect -10, DYRK1A inh 41, HDAC3 inh 3, KCNQ1 inh inactive, KCNK3 inh inactive, GSK3A inh 2, KCNQ1 pot inactive, RGS4 pot inactive and PolyA inhibitor inactive.
`Cc1nc2ccc(NC(=O)c3nn(C(C)C)c(=O)c4ccccc34)cc2s1` gave KCNK9 block inactive, GSK3B inh -1, hERG protect -12, DYRK1A inh -6, HDAC3 inh -7, KCNQ1 inh inactive, KCNK3 inh inactive, GSK3A inh -1, KCNQ1 pot inactive, RGS4 pot inactive and PolyA inhibitor inactive.
`COCC1OS(=O)(=O)NC(CC(=O)SC(C)(C)C)C1C` (centres undefined) gave KCNK9 block inactive, GSK3B inh 1, hERG protect -6, HDAC3 inh 4, KCNQ1 inh inactive, KCNK3 inh inactive, GSK3A inh -2, KCNQ1 pot inactive, RGS4 pot inactive and PolyA inhibitor inactive.
CC(C)Oc1ccc(C(=O)NCC(=O)O)cc1 was read as KCNK9 block inactive, GSK3B inh 1, hERG protect -11, DYRK1A inh -7, HDAC3 inh -1, KCNQ1 inh inactive, KCNK3 inh inactive, GSK3A inh 3, KCNQ1 pot inactive, RGS4 pot inactive and PolyA inhibitor inactive.
`Cc1ccc(C(=O)C2C(c3cccs3)NC(=O)NC2(O)C(F)(F)F)cc1` (centres undefined) gave KCNK9 block inactive, GSK3B inh 3, hERG protect -6, DYRK1A inh -2, HDAC3 inh 5, KCNQ1 inh inactive, KCNK3 inh inactive, GSK3A inh -3, KCNQ1 pot inactive, RGS4 pot inactive and PolyA inhibitor inactive.
Screening [O-][n+]1cccc2c(Br)cc(Br)c(O)c21 returned KCNK9 block inactive, GSK3B inh -4, hERG protect -12, DYRK1A inh 2, HDAC3 inh 7, KCNQ1 inh inactive, KCNK3 inh inactive, KCNQ1 pot inactive, RGS4 pot inactive and PolyA inhibitor inactive.
O=C(CSCC(=O)N1CCOCC1)Nc1ccccc1 was read as KCNK9 block inactive, GSK3B inh -1, hERG protect -6, DYRK1A inh -2, HDAC3 inh 4, KCNQ1 inh inactive, KCNK3 inh inactive, GSK3A inh -2, KCNQ1 pot inactive and RGS4 pot inactive.
For O=C(N/C(=C\c1ccc([N+](=O)[O-])cc1)C(=O)N1CCOCC1)c1cccc(Br)c1 the results were KCNK9 block inactive, GSK3B inh 1, hERG protect -10, DYRK1A inh 2, HDAC3 inh -5, KCNQ1 inh inactive, KCNK3 inh inactive, GSK3A inh 2, KCNQ1 pot inactive, RGS4 pot inactive and PolyA inhibitor inactive.
For COc1ccc(/C=N/NC(=O)CNC(=O)c2ccncc2)cc1 the results were KCNK9 block inactive, GSK3B inh 3, hERG protect -5, DYRK1A inh -1, HDAC3 inh 6, KCNQ1 inh inactive, KCNK3 inh inactive, GSK3A inh -3, KCNQ1 pot inactive, RGS4 pot inactive and PolyA inhibitor inactive.
`CCOC(=O)C1CCN(S(=O)(=O)c2ccc(Br)c(OCC)c2)CC1` gave KCNK9 block inactive, GSK3B inh -2, hERG protect -12, DYRK1A inh -9, HDAC3 inh 9, KCNQ1 inh inactive, KCNK3 inh inactive, GSK3A inh 1, KCNQ1 pot inactive, RGS4 pot inactive and PolyA inhibitor inactive.
`COc1ccc(/C(C)=N/NC(=O)CNC(=O)/C=C\c2ccccc2OC)c(OC)c1` gave KCNK9 block inactive, GSK3B inh 0, hERG protect -9, DYRK1A inh -3, HDAC3 inh 6, KCNQ1 inh inactive, KCNK3 inh inactive, GSK3A inh -1, KCNQ1 pot inactive, RGS4 pot inactive and PolyA inhibitor inactive.
Screening Cc1c(S(=O)(=O)N2CCCC(C)C2)c(=O)n(C)c(=O)n1C (centres undefined) returned KCNK9 block inactive, GSK3B inh 0, hERG protect -12, HDAC3 inh -2, KCNQ1 inh inactive, KCNK3 inh inactive, GSK3A inh -2, KCNQ1 pot inactive, RGS4 pot inactive and PolyA inhibitor inactive.
`CC1(C)Cn2c(nnc2-c2ccccc2)S1` gave KCNK9 block inactive, GSK3B inh -5, hERG protect 1, DYRK1A inh -2, HDAC3 inh 3, KCNQ1 inh inactive, KCNK3 inh inactive, GSK3A inh 1, KCNQ1 pot inactive, RGS4 pot inactive and PolyA inhibitor inactive.
Screening CN1CCN(C(=S)C(=O)NCc2ccccc2)CC1 returned KCNK9 block inactive, GSK3B inh 4, hERG protect -5, DYRK1A inh -5, HDAC3 inh 13, KCNQ1 inh inactive, KCNK3 inh inactive, GSK3A inh -1, KCNQ1 pot inactive, RGS4 pot inactive and PolyA inhibitor inactive.
Screening COc1ccccc1N(CC(=O)NCc1ccco1)C(=O)CCC(=O)Nc1ccccn1 returned KCNK9 block inactive, GSK3B inh -1, hERG protect -7, DYRK1A inh -2, HDAC3 inh -4, KCNQ1 inh inactive, KCNK3 inh inactive, GSK3A inh -1, KCNQ1 pot inactive, RGS4 pot inactive and PolyA inhibitor inactive.

The list goes on, overlapping the part above by two compounds.
Screening CN1CCN(C(=S)C(=O)NCc2ccccc2)CC1 returned KCNK9 block inactive, GSK3B inh 4, hERG protect -5, DYRK1A inh -5, HDAC3 inh 13, KCNQ1 inh inactive, KCNK3 inh inactive, GSK3A inh -1, KCNQ1 pot inactive, RGS4 pot inactive and PolyA inhibitor inactive.
Screening COc1ccccc1N(CC(=O)NCc1ccco1)C(=O)CCC(=O)Nc1ccccn1 returned KCNK9 block inactive, GSK3B inh -1, hERG protect -7, DYRK1A inh -2, HDAC3 inh -4, KCNQ1 inh inactive, KCNK3 inh inactive, GSK3A inh -1, KCNQ1 pot inactive, RGS4 pot inactive and PolyA inhibitor inactive.
COc1cc(NC(=O)Cn2nc(Cc3cccnc3)c3ccccc3c2=O)cc(OC)c1OC was read as KCNK9 block inactive, GSK3B inh 4, hERG protect -11, DYRK1A inh 1, HDAC3 inh -6, KCNQ1 inh inactive, KCNK3 inh inactive, GSK3A inh -5, KCNQ1 pot inactive, RGS4 pot inactive and PolyA inhibitor inactive.
Screening CCCCNC(=O)NNc1nc(Cl)cc(C)c1C#N returned KCNK9 block inactive, GSK3B inh -2, hERG protect -18, DYRK1A inh -7, HDAC3 inh -4, KCNQ1 inh inactive, KCNK3 inh inactive, GSK3A inh 1, KCNQ1 pot inactive, RGS4 pot inactive and PolyA inhibitor inactive.
For O=C(NC(NC(=S)Nc1ccccc1C(=O)O)C(Cl)(Cl)Cl)c1ccccc1 (centres undefined) the results were KCNK9 block inactive, GSK3B inh 1, hERG protect -10, DYRK1A inh 3, HDAC3 inh -9, KCNQ1 inh inactive, KCNK3 inh inactive, GSK3A inh -5, KCNQ1 pot inactive, RGS4 pot inactive and PolyA inhibitor inactive.
`Oc1c(Cl)cc(Cl)c2c1NCCC2` gave KCNK9 block inactive, GSK3B inh -3, hERG protect -9, DYRK1A inh -1, KCNQ1 inh inactive, KCNK3 inh inactive, KCNQ1 pot inactive, RGS4 pot inactive and PolyA inhibitor inactive.
Screening Cc1ccccc1C(=O)NCC(=O)OC1CCCCC1=O (centres undefined) returned KCNK9 block inactive, GSK3B inh 2, hERG protect -11, DYRK1A inh 10, HDAC3 inh -7, KCNQ1 inh inactive, KCNK3 inh inactive, GSK3A inh -3, KCNQ1 pot inactive, RGS4 pot inactive and PolyA inhibitor inactive.
Screening O=C(NCCc1ccc(Cl)cc1)C1CCCN1C(=O)Nc1ccccc1 (centres undefined) returned KCNK9 block inactive, GSK3B inh 1, hERG protect -2, HDAC3 inh -3, KCNQ1 inh inactive, KCNK3 inh inactive, GSK3A inh -2, KCNQ1 pot inactive, RGS4 pot inactive and PolyA inhibitor inactive.
Screening COc1ccc(NC(=S)c2ccccc2)cc1 returned KCNK9 block inactive, GSK3B inh 0, hERG protect -1, DYRK1A inh -1, HDAC3 inh 2, KCNQ1 inh inactive, KCNK3 inh inactive, GSK3A inh -3, KCNQ1 pot inactive, RGS4 pot inactive and PolyA inhibitor inactive.
CCSc1nc(C)c(CC)c(C)c1C(N)=O was read as KCNK9 block inactive, GSK3B inh 1, hERG protect -10, DYRK1A inh -3, HDAC3 inh -2, KCNQ1 inh inactive, KCNK3 inh inactive, GSK3A inh -1, KCNQ1 pot inactive, RGS4 pot inactive and PolyA inhibitor inactive.
`CCn1c(SCC(=O)Nc2nc3ccc(OC)cc3s2)nc2c1c(=O)n(C)c(=O)n2C` gave KCNK9 block inactive, GSK3B inh 2, hERG protect -16, DYRK1A inh -14, HDAC3 inh -6, KCNQ1 inh inactive, KCNK3 inh inactive, GSK3A inh -1, KCNQ1 pot inactive, RGS4 pot inactive and PolyA inhibitor inactive.
`COc1ccc(CCCc2n[nH]c(=S)o2)cc1C` gave KCNK9 block inactive, GSK3B inh 1, hERG protect -3, DYRK1A inh -8, HDAC3 inh 0, KCNQ1 inh inactive, KCNK3 inh inactive, GSK3A inh -4, KCNQ1 pot inactive, RGS4 pot inactive and PolyA inhibitor inactive.
`COc1ccc(N(CC(=O)NCc2ccccc2)C(=O)Cn2nnc(-c3ccccc3F)n2)cc1OC` gave KCNK9 block inactive, GSK3B inh 5, hERG protect -7, DYRK1A inh 3, HDAC3 inh 1, KCNQ1 inh inactive, KCNK3 inh inactive, GSK3A inh -2, KCNQ1 pot inactive, RGS4 pot inactive and PolyA inhibitor inactive.
O=C(NCCc1ccccc1)C1CCN(C(=O)N2CCOc3ccccc32)CC1 was read as KCNK9 block inactive, GSK3B inh -1, hERG protect -11, DYRK1A inh 2, HDAC3 inh 0, KCNQ1 inh inactive, KCNK3 inh inactive, GSK3A inh -3, KCNQ1 pot inactive, RGS4 pot inactive and PolyA inhibitor inactive.
Cc1ccc(NC(=O)COC(=O)c2ccnn2C)cc1 was read as KCNK9 block inactive, GSK3B inh -2, hERG protect -8, DYRK1A inh 3, HDAC3 inh -2, KCNQ1 inh inactive, KCNK3 inh inactive, GSK3A inh 0, KCNQ1 pot inactive, RGS4 pot inactive and PolyA inhibitor inactive.
Screening O=C(O)c1ccc(N/N=C/c2cc3ccccc3nc2Cl)cc1 returned KCNK9 block inactive, GSK3B inh -1, hERG protect -12, DYRK1A inh 43, HDAC3 inh 3, KCNQ1 inh inactive, KCNK3 inh inactive, GSK3A inh 11, KCNQ1 pot inactive, RGS4 pot inactive and PolyA inhibitor inactive.
